p97 ATPase inh – human p97 ATPase inhibition; P55072; recombinant p97 ATPase, Kinase-Glo ATP luminescence, 3 h; inhibition, % at 8 µM; 220,000 tested, 0.42% active; AID 1481; in the data active = inhibition above about 15%;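 note: 0% = DMSO vehicle and 100% = wells lacking enzyme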
hK5 inh – kallikrein 5 (human) inhibition; AID 873; recombinant hK5, fluorogenic AMC substrate cleavage; inhibition, % at 5 µM; 210,000 tested, 0.59% active;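 active = inhibition of 40% or more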;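 note: 0% = enzyme controls without compound and 100% = no-enzyme blanks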
Target sequence (Q9Y337 67-293 limits assumed): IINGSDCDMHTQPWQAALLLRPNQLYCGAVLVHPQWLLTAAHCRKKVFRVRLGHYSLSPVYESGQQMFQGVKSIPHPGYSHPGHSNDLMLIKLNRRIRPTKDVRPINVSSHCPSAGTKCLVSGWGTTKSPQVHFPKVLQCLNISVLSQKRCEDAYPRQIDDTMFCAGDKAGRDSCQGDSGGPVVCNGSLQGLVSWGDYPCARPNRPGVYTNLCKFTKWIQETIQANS
PERK inhibitor – inhibitors of human PERK kinase. inhibition, % at 5.6 µM. 220,000 tested, 0.17% active. Q9NZJ5. CHO PERK-DD fusion, SEAP luminescence translation reporter;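 active = inhibition above the mean inhibition of all tested compounds plus 3 SD, set separately per screening campaign, cut at about 2.9% in these data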;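 note: PERK kinase domain activated by AP20187 dimerizer at 100 nM; 0% = DMSO with dimerizer and 100% = rapamycin at 8.4 µM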
FXIa inh 1536 – blocks human coagulation factor XIa protease activity. P03951. purified FXIa, Boc-Glu-Ala-Arg-AMC fluorogenic substrate. inhibition, % at 5 µM. 220,000 tested, 0.14% active;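 active = inhibition of at least 40%; inactive = inhibition below 40%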;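 note: fluorescence of freed AMC excited at 355 nm; 0% = enzyme without compound and 100% = no enzyme blank; many of its hits are not listed in these tables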
Target sequence (P03951 19-387 limits assumed): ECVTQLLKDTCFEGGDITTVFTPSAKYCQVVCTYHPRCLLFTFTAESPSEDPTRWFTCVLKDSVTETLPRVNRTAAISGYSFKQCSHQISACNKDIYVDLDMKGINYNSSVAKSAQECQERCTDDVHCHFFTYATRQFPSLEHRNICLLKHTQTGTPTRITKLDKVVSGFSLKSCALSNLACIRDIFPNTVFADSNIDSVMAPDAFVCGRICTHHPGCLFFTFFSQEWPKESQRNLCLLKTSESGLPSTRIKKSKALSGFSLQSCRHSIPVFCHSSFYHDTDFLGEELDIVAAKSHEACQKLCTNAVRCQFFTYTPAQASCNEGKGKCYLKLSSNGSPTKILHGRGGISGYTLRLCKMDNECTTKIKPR
Target sequence (P03951 388-625 limits assumed): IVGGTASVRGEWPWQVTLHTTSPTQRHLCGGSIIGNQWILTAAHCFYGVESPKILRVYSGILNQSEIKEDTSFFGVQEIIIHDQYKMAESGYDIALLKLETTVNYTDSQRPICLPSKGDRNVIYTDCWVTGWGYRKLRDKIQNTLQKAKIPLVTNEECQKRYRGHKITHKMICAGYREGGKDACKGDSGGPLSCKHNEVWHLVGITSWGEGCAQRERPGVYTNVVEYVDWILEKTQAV
Thrombin inh – inhibitors of human thrombin | P00734 | 220,000 tested, 0.26% active | alpha-thrombin, Boc-VPR-AMC fluorogenic substrate cleavage | inhibition, % at 5 µM;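 active = inhibition at or above 40%; inactive = inhibition below 40%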;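 note: 0% = enzyme with no compound and 100% = wells without enzyme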
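Material: Human alpha-thrombin protein | Buffer or medium: pH 7.5 Tris-saline with Tween 20 | Reagent: Boc-VPR-AMC substrate, 15 µM final | Schedule: Reaction at ambient temperature | Detection: AMC fluorescence at 355 nm excitation and 460 nm emission | Evaluation: Percent inhibition scaled between no-compound controls and no-enzyme blanks | Controls: no-compound enzyme wells and no-enzyme blanks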
Wee1 degr inh – blocks degradation of human Wee1 kinase; P30291; HeLa Luc-Wee1K328M stability, luciferase luminescence; 100% = proteasome inhibitor MG132 effect; reporter increase, % at 5 µM; 220,000 tested, 1.2% active;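 active = activation above the mean of all tested compounds plus 3 SD, set per screening run, cut at about 8.8% in these data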;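 note: cells exposed to compound for 20 h before luminescence read; 0% = DMSO alone and 100% = MG132 at 30 µM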
Furin inhibitor – inhibitors of human furin | AID 463115 | 220,000 tested, 0.061% active | purified furin, fluorogenic substrate cleavage | inhibition, % at 30 µM; in the data active = inhibition above about 25%; note: inactives centre near -15
KCC2 mod – modulators of human KCC2 chloride dependent transport; Q9H2X9; KCC2 cells, thallium flux FluoZin-2 fluorescence; B-score of Tl+ flux slope (higher = more flux/activation; lower = inhibition) at 10 µM; 190,000 tested, 2.2% active; AID 1456;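 active = thallium flux slope and its plate-corrected score both differing from the plate sample mean at a set confidence after two filtering rounds, in either direction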;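 note: slope of fluorescence scaled to starting intensity during 10 to 20 s after thallium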
FXIIa inh – factor XIIa (human) inhibition; P00748; purified FXIIa, Boc-QGR-AMC fluorogenic substrate, 2 h; inhibition, % at 5 µM; 220,000 tested, 0.3% active; AID 800; in the data active = inhibition above about 40%;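 note: 0% = enzyme with no compound and 100% = blank without enzyme; many of its hits are not listed in these tables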
Active calls of the source: *; x = not tested or not shown; [ ] = dose if it differs, or a comment. Not a hit list. Share with any hit: about 4.4%.

1	O=C(CSc1ccc(-c2cccc([N+](=O)[O-])c2)nn1)N1CCCCCC1
2	CCCc1nc2oc3c(OC)ncnc3c2c2c1COC(C)(C)C2
3	COc1cc(NC(=O)N2CCOCC2)cc(OC)c1
4	O=C(NCCCN1CCOCC1)c1c(F)cccc1F
5	CCc1ccc(C(=O)/C=C/c2ccc([N+](=O)[O-])o2)cc1
Assay by compound	1	2	3	4	5
p97 ATPase inh	-2	2	2	0	-1
hK5 inh	-12	4	-11	-22	-20
PERK inhibitor	1.0	-0.7	1.9	0.0	-2.2
FXIa inh 1536	-6	-10	6	0	3
Thrombin inh	2	4	1	-3	6
Wee1 degr inh	-1	-1	-4	-2	-3
Furin inhibitor	-21	-18[20 µM]	-20[20 µM]	-13[20 µM]	-12[20 µM]
KCC2 mod	-1.1	x	x	-0.47	x
FXIIa inh	0	16	19	13	10

6	COc1ccc(C2C(C(=O)Nc3ccccc3OC)=C(C)Nc3nnnn32)c(OC)c1 (centres undefined)
7	O=C(OCN1C(=O)c2ccccc2C1=O)c1ccccc1
8	CCC1(C)Cc2c(sc3nc(SC)n(Cc4ccccc4)c(=O)c23)CO1 (centres undefined)
9	Cc1ccc(NCc2nnc(SCC(=O)NCc3ccco3)n2CC2CCCO2)cc1Cl (centres undefined)
10	Cc1nn(C)c(C)c1S(=O)(=O)N1CCCC(C(=O)NCCc2ccc(Cl)cc2)C1 (centres undefined)
Assay by compound	6	7	8	9	10
p97 ATPase inh	3	3	2	0	0
hK5 inh	-19	-9	-4	-34	-20
PERK inhibitor	-0.2	-0.3	-0.7	-0.2	0.2
FXIa inh 1536	5	-11	6	3	0
Thrombin inh	4	-6	2	2	-2
Wee1 degr inh	-3	-3	1	4	-2
Furin inhibitor	-7	-10[20 µM]	-15[20 µM]	-4[20 µM]	-25
KCC2 mod	0.25	0.82	0.027	-0.87	-0.8
FXIIa inh	15	-20	14	2	8

11	COC(=O)C1CCN(C(=O)c2ccccc2NC(C)=O)CC1
12	Cc1ccc2c(c1)C1C3CCC(C3)C1S(=O)N2 (centres undefined)
13	O=C(C/C=N\OCc1ccc([N+](=O)[O-])cc1)Nc1ccc(F)cc1F
14	Cc1sc2nc(CN(C(=O)NC3CCCCC3)C3CCCC3)[nH]c(=O)c2c1C
15	O=C(NC1=NCCS1)c1cccs1
Assay by compound	11	12	13	14	15
p97 ATPase inh	4	7	-2	-4	8
hK5 inh	-4	-6	-5	-13	-7
PERK inhibitor	1.1	0.4	0.0	-1.1	2.1
FXIa inh 1536	-10	-7	-2	5	-1
Thrombin inh	0	8	-1	-2	1
Wee1 degr inh	-2	-1	-2	-1	0
Furin inhibitor	-24	-28	-13	3[20 µM]	-32
KCC2 mod	x	0.83	0.012	0.12	-2.4
FXIIa inh	-5	0	7	12	-4

16	CC(C)(C)C1CCC(=NNC(=O)CC(=O)NCc2ccccc2)CC1 (centres undefined)
17	Cc1ccc(C2=CSC3=NS(=O)(=O)CCN23)cc1C
18	COCCCn1c(SCC(=O)Nc2sc3c(c2C#N)CCCC3)nnc1-c1ccncc1
19	COC(CNC(=O)c1ccc2c(c1)ncn2-c1cccc(F)c1)OC
20	C=CCNS(=O)(=O)c1ccc(OCC(=O)OCC)cc1
Assay by compound	16	17	18	19	20
p97 ATPase inh	4	11	2	1	-3
hK5 inh	-12	-5	-11	-5	-10
PERK inhibitor	1.1	2.0	-0.7	0.7	0.9
FXIa inh 1536	4	-6	0	-1	0
Thrombin inh	-1	-2	-1	-8	3
Wee1 degr inh	0	-2	-1	5	-3
Furin inhibitor	-31	-19[20 µM]	4[20 µM]	-17	-20[20 µM]
KCC2 mod	0.12	-1	-0.97	0.87	x
FXIIa inh	12	-2	9	9	14

Record cards (already shown). Order of values: p97 ATPase inh | hK5 inh | PERK inhibitor | FXIa inh 1536 | Thrombin inh | Wee1 degr inh | Furin inhibitor | KCC2 mod | FXIIa inh
COCCCn1c(SCC(=O)Nc2sc3c(c2C#N)CCCC3)nnc1-c1ccncc1 is listed as 2 | -11 | -0.7 | 0 | -1 | -1 | 4[20 µM] | -0.97 | 9
CC(C)(C)C1CCC(=NNC(=O)CC(=O)NCc2ccccc2)CC1 (centres undefined) is listed as 4 | -12 | 1.1 | 4 | -1 | 0 | -31 | 0.12 | 12

New compounds follow.
21	Cc1cc(C)cc(NC(=O)NCc2c(-c3ccccc3)noc2C)c1
22	O=C(CCCn1ncn2c(cc3occc32)c1=O)N1CCc2ccccc2C1
23	Cc1cccc(NCN2C(=O)c3ccncc3C2=O)n1
24	Cc1cc(/C=N/NC(=O)CC2(C)OCCO2)c(C)n1-c1cc(Cl)cc(Cl)c1
25	COc1cccc(C2Nc3ccccc3C(=O)N2O)c1O (centres undefined)
Assay by compound	21	22	23	24	25
p97 ATPase inh	0	7	4	-9	-4
hK5 inh	2	1	5	-1	19
PERK inhibitor	-0.9	-0.1	0.3	0.0	-0.2
FXIa inh 1536	4	-4	-8	1	-1
Thrombin inh	4	-2	-8	-4	3
Wee1 degr inh	8	0	0	2	2
Furin inhibitor	-7	-17	-21[20 µM]	-6[20 µM]	-14
KCC2 mod	-0.92	-2.8*	0.14	0.34	x
FXIIa inh	17	0	-7	6	16

26	OC1=C(O)c2nc3cc(F)ccc3nc21
27	NC(=O)C1CCN(c2ccnc3cc(Cl)ccc23)CC1
28	S=C1N(c2ccccc2)C(c2cccc3ccccc23)N2CCCN12 (centres undefined)
29	C=CCNC(=S)Nc1ccc2nc(C)oc2c1
30	O=C(NCCc1ccc(Cl)cc1)C1CCN(c2cnccn2)CC1
Assay by compound	26	27	28	29	30
p97 ATPase inh	-3	3	4	0	1
hK5 inh	-5	x	-8	0	-14
PERK inhibitor	-0.9	1.1	1.7	0.0	-1.1
FXIa inh 1536	-4	-2	3	2	3
Thrombin inh	-4	0	-1	1	-2
Wee1 degr inh	1	4	1	7	7
Furin inhibitor	1	-3	-20[20 µM]	-13	-13
KCC2 mod	-0.44	0.35	x	0.29	x
FXIIa inh	13	4	12	9	9

31	C=CCOC(=O)C1=C[C@H](c2csc3ccccc23)[C@@H](CCCO)[C@H](OCC)O1
32	CCC(=O)N1CCN(c2ccc(Cl)cc2NC(=O)c2cccc([N+](=O)[O-])c2)CC1
33	CC(C)C(C)NC(=O)COc1ccc(-c2ccccc2)cc1 (centres undefined)
34	Brc1c(CSc2nncn2-c2ccccc2)nc2sccn12
35	O=C(Nc1nc(-c2ccc(F)cc2)cs1)c1cnccn1
Assay by compound	31	32	33	34	35
p97 ATPase inh	2	8	-10	-1	-2
hK5 inh	-1	-3	-12	-4	-22
PERK inhibitor	0.6	0.7	0.2	0.3	0.1
FXIa inh 1536	0	4	-7	3	-4
Thrombin inh	-1	-1	-8	-1	-1
Wee1 degr inh	-3	1	2	0	1
Furin inhibitor	-19	-22	-11[20 µM]	-21	1
KCC2 mod	1.2	0.75	x	x	1.8
FXIIa inh	3	4	-1	13	4

36	COc1ccc(Cc2noc(CN3CCN(Cc4cccc(Cl)c4)CC3)n2)cc1OC
37	CCCn1c(SCC(=O)NC(C)(C)C)nnc1C(C)C
38	C=CCc1cc2c(oc(=O)c3ccccc32)c(C)c1O
39	O=C(CSc1nc2c(cnn2-c2ccc(F)cc2)c(=O)[nH]1)N1CCOCC1
40	CN(C)C(CNC(=O)C1CCCN(C(=O)c2ccc(Cl)cc2)C1)c1ccco1 (centres undefined)
Assay by compound	36	37	38	39	40
p97 ATPase inh	-1	6	-2	2	-3
hK5 inh	x	-18	3	2	-5
PERK inhibitor	0.2	0.3	0.7	1.7	-1.2
FXIa inh 1536	4	-6	0	1	-9
Thrombin inh	0	-8	0	0	-6
Wee1 degr inh	-3	-2	-1	-1	-3
Furin inhibitor	-14	-10[20 µM]	4	-20	1
KCC2 mod	0.21	-2.9	-0.2	x	-0.17
FXIIa inh	11	-17	10	16	2

41	Cc1ccc(NC(=S)N2CCC(N(C)CC3CCCO3)CC2)cc1 (centres undefined)
42	Cc1ccc(SCc2nc(N)nc(Nc3ccccc3C)n2)cc1C
43	O=C1c2cccnc2C(Nc2ccc(S(=O)(=O)N3CCCCCC3)cc2)N1Cc1ccccc1 (centres undefined)
44	O=C1Nc2ccccc2C1=Nc1ccc(S(=O)(=O)Nc2nccs2)cc1
45	Clc1ccccc1-c1nnc2sc(-c3ccncc3)nn12
Assay by compound	41	42	43	44	45
p97 ATPase inh	2	-1	3	6	-2
hK5 inh	1	-6	6	3	-7
PERK inhibitor	0.7	0.1	-0.4	-0.8	0.2
FXIa inh 1536	0	-3	1	1	-6
Thrombin inh	-10	0	2	2	4
Wee1 degr inh	1	-1	4	4	0
Furin inhibitor	-12	-9	-9	-18	-28
KCC2 mod	1.8	0.12	x	-0.0065	-0.39
FXIIa inh	8	1	3	9	0

46	C[N+]1(CC(=O)OC2CCCCCCCCCCC2)CCCC1
47	COc1cc2c(cc1OC)C(c1cc3cc4c(cc3[nH]c1=O)OCO4)N(C(=O)C1CC1)CC2 (centres undefined)
48	CC(=O)c1c(C(C)=O)c(C)n(-c2nc(-c3ccc(C)c(C)c3)c(C)s2)c1C
49	Cc1ccc(-c2[nH]nc(N)c2N=Nc2ccccc2C)cc1
50	COc1cccc(C2NC(=O)c3ccccc3O2)c1OC (centres undefined)
Assay by compound	46	47	48	49	50
p97 ATPase inh	-5	3	-4	1	5
hK5 inh	-10	-9	10	3	-1
PERK inhibitor	-0.5	-0.6	-0.7	-0.4	1.4
FXIa inh 1536	-6	4	8	2	-1
Thrombin inh	-4	-1	3	0	6
Wee1 degr inh	0	-1	0	0	2
Furin inhibitor	-20	-5[20 µM]	-15[20 µM]	6[20 µM]	-20
KCC2 mod	0.31	-0.36	0.055	1.2	x
FXIIa inh	4	5	18	14	13

51	Cc1ccccc1NC(=O)CSCC(=O)Nc1ccccc1C
52	Cc1ccc(C(=O)C2CCN(S(=O)(=O)c3c(C)noc3C)CC2)cc1
53	Cc1cc(N2CCN(c3ccccn3)CC2)n2cc(-c3ccccc3)nc2n1
54	O=C(C1=C[C@H](c2ccc(C(F)(F)F)cc2)C[C@H](OCc2ccc(CO)cc2)O1)N1CCCCCCC1
55	CSCCC(NC(=O)c1ccccc1)C(=O)O (centres undefined)
56	COc1cc(C2SCC(=O)N2CCCN(C)C)cc(OC)c1OC (centres undefined)
Assay by compound	51	52	53	54	55	56
p97 ATPase inh	-2	3	6	1	7	-3
hK5 inh	-25	1	-20	1	-6	-21
PERK inhibitor	0.3	-0.5	-1.3	-0.2	1.1	-0.1
FXIa inh 1536	-8	2	-1	-1	0	3
Thrombin inh	2	1	-9	-3	2	3
Wee1 degr inh	2	-3	0	1	-1	-2
Furin inhibitor	-10[20 µM]	-9	-2[20 µM]	-25	-33	-10[20 µM]
KCC2 mod	0.47	-0.13	-0.15	-1.1	0.76	-0.77
FXIIa inh	13	9	-1	7	-4	6
